Bioassay records (PubChem)
FEN1 inh: inhibitors of human flap endonuclease 1; P39748; Recombinant FEN1 flap cleavage, fluorescence, 15 min; Potency, µM (doses to about 114 µM), without a hit: top-dose activity change, negative = inhibition, usual class: inhibitors; hit rate 0.35% among 390,000; also: nearly all actives have a fitted effect of over 65% in size
Target sequence (P39748 whole entry, looked up): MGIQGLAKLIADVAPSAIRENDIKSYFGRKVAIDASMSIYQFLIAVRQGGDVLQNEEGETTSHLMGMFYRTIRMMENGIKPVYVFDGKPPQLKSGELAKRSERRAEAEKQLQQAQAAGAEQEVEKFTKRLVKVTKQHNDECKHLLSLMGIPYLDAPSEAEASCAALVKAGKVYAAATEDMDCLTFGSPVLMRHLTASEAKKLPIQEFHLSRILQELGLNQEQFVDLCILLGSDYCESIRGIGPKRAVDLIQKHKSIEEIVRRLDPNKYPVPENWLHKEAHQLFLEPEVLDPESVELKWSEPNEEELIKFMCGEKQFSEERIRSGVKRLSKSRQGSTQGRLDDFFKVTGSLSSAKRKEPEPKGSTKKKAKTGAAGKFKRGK
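Potency values derive from four-parameter Hill fits of normalized qHTS data. The reaction used 10 nM FEN1 preincubated 15 min at room temperature with compound, then 50 nM DNA substrate, read at 0 and 15 min.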
N370S GC: inhibits or activates N370S mutant glucocerebrosidase; N370S GC spleen homogenate, 4MU-glucoside fluorescence; Potency, µM (titrated, usually from 59.4 µM), inactives show top-dose activity change, negative = inhibition, actives largely listed as inhibitors; hit rate 0.092% among 330,000; AID 2101;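 also: 0% = full enzyme activity and -100% = no enzyme basal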
GCN5L2 inh: inhibitors of human GCN5L2 histone acetyltransferase | Q92830 | GCN5L2 HAT assay, ThioGlo1 CoA-SH fluorescence | Potency, µM (top dose mostly 58.9 µM), without a hit: at the highest dose activity change, negative = inhibition, actives largely listed as inhibitors | hit rate 0.21% among 390,000
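Compounds, pin-transferred from DMSO stocks, meet 20nM GCN5L2 for 15 min before the reaction begins with H3(1-25) peptide (75uM) and acetyl-CoA (70uM). Thiol-reactive ThioGlo1 reports CoA release over 20 min at room temperature.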
* = called active by the depositor; ? = inconclusive; . = not tested or not shown; & = joins results of further samples; [ ] = remark or other dose. Calls follow the shape of the dose curve; as a rule, active = well fitted curve in the direction sought with a large enough effect; inconclusive = small, poorly fitted or top-dose-only effect, or another doubt; inactive = no such curve, though single readings can be large; an effect the other way counts as inactive or inconclusive. Unless noted, % is scaled to controls: 0 for no effect and ±100 for the full control effect; potency is read from the fitted curve at half-maximal effect.

smiles,FEN1 inh,GCN5L2 inh,N370S GC
CC(C)CCC(C(=O)O)C(C)CC(=O)NNC(=O)c1ccco1 (stereo not drawn),4%&6%,-15%&-2%,7%&-1%
NC1=NC2(CCCCC2)N(c2cccc(Cl)c2)C(N)=N1,-3%,-1%,.
COc1ccccc1C(=O)COC(=O)/C=C/c1ccccc1,-15%,-6%,1%
CC(C(=O)Nc1ccccn1)N1C(=O)c2ccccc2S1(=O)=O (stereo not drawn),-3%,2%,2%
CCOC(=O)c1c(NC(=O)COc2ccccc2C#N)sc2c1CC(C)(C)NC2(C)C,1%,-17%,3%
COc1ccc(-c2nc3cc(C(C)C)ccc3o2)cc1NC(=O)COc1ccc(C)cc1C,-5%,-1%,.
CCn1c(SCC(=O)c2c(N)n(C3CC3)c(=O)[nH]c2=O)nnc1-c1ccccc1OC,-2%,-4%,.
CCN1C(=O)[C@H]2[C@@H](c3ccc(OC)cc3)N3C(=O)CN(Cc4ccccc4)C(=O)[C@@]3(Cc3ccccc3)[C@H]2C1=O,-15%,0%,-2%
Cc1noc(NS(=O)(=O)c2ccc(NC(=O)C34CC5CC(C3)CC(n3cnc(Cl)n3)(C5)C4)cc2)c1C,8%,-7%,7%
Cc1nc2c(C)cccn2c(=O)c1NC(=O)COc1ccccc1,6%,0%,4%
Cc1cc(C)cc(NC(=O)CN2CCN(c3ncccn3)CC2)c1,0%,-8%,-3%
CCOC(=O)c1[nH]c2ccc(OC)cc2c1NC(=O)c1ccccc1C(=O)O,-2%,1%,12%
O=C(O)C1C2C=CC(O2)C1C(=O)Nc1ccc2c(c1)OCCO2 (stereo not drawn),.,0%,3%
CC(=O)Nc1cccc(NC(=O)Cc2ccc3ccccc3c2)c1,4%,-6%,-8%
O=C(NC1CCCCC1)C1CCC(=O)N(C2CC2)C1 (stereo not drawn),-6%,-7%,-20%

Record cards, from the list above. Values in the order: FEN1 inh | GCN5L2 inh | N370S GC
`Cc1cc(C)cc(NC(=O)CN2CCN(c3ncccn3)CC2)c1` is listed with 0% | -8% | -3%
`Cc1noc(NS(=O)(=O)c2ccc(NC(=O)C34CC5CC(C3)CC(n3cnc(Cl)n3)(C5)C4)cc2)c1C` is listed with 8% | -7% | 7%
`CC(C)CCC(C(=O)O)C(C)CC(=O)NNC(=O)c1ccco1` (stereo not drawn) is listed with 4%&6% | -15%&-2% | 7%&-1%
`CCOC(=O)c1[nH]c2ccc(OC)cc2c1NC(=O)c1ccccc1C(=O)O` is listed with -2% | 1% | 12%

Further results:
smiles,FEN1 inh,GCN5L2 inh,N370S GC
O=C(Cc1ccccc1)Nc1ccccc1C(=O)N1CCN(c2ccccc2)CC1,4%,-13%,-4%
Cc1cccc(NC(=O)C(=O)NCCc2c[nH]c3ccccc23)c1C,5%,-10%,7%
CN1C(=O)NC2(O)C(=O)c3ccccc3C12O (stereo not drawn),-4%,-4%,0%
Cc1ccc(S(=O)(=O)c2nc(S(=O)(=O)c3ccc(C)cc3)c(NC(C)C)s2)cc1,12%,0%,.
O=C(CN1CCN(C(=O)N2CCCCC2)CC1)Nc1ccc(F)cc1,5%,0%,3%
COC(=O)[C@H](Cc1ccccc1)NC(=O)O[C@@H]1C(=O)c2cc(OC)ccc2O[C@H]1c1ccc(OC)c(Br)c1,.,-23%,?
COCC(=O)NCCc1ccc(S(N)(=O)=O)cc1,-5%,0%,-23%
CC(=O)N(CCC1(c2ccc(C)cc2)CCOC(C(C)C)C1)Cc1ccco1 (stereo not drawn),-12%,-5%,7%
CCC(Cc1ccccc1)NC(=O)CCc1ccccc1 (stereo not drawn),11%,-8%,-19%
O=C1CC2(CCCC2)CC(=O)N1CCNC[C@H]1COc2ccccc2O1,.,12%[0.501 µM],-23%
Cc1cc(C(=O)C(=O)N(C)C)c(C)n1-c1ccc(Cl)cc1,18%,-5%,-10%
COC(=O)C1=C(O)/C(=C\c2ccc(CNS(=O)(=O)c3ccccc3)o2)N=C1C,-7%,0%,1%
CC(C)COc1cccc(-c2cc(C(=O)Nc3ccon3)c3ccccc3n2)c1,0%,-10%,?
COc1ccccc1N1CCN(S(=O)(=O)CCNC(=O)Cc2ccc(Cl)cc2)CC1,-10%,3%,.
CCOC(=O)N1CCN(C(=O)C(CC)n2nc(C)c3sc4ccccc4c3c2=O)CC1 (stereo not drawn),3%,-4%,1%

3 records picked at random from those above:
smiles,FEN1 inh,GCN5L2 inh,N370S GC
Cc1cc(C(=O)C(=O)N(C)C)c(C)n1-c1ccc(Cl)cc1,18%,-5%,-10%
O=C(Cc1ccccc1)Nc1ccccc1C(=O)N1CCN(c2ccccc2)CC1,4%,-13%,-4%
COC(=O)[C@H](Cc1ccccc1)NC(=O)O[C@@H]1C(=O)c2cc(OC)ccc2O[C@H]1c1ccc(OC)c(Br)c1,.,-23%,?

(list continues)
smiles,FEN1 inh,GCN5L2 inh,N370S GC
CC(c1ccccc1)C(Cc1nc2ccccc2[nH]1)c1nc2ccccc2[nH]1 (stereo not drawn),.,-1%,-4%
CN(C)C=Nc1c(C(=O)c2ccccc2)sc2nccc(N(C)C)c12,-11%,-5%,12%
Cc1c(NC(=O)c2cccc(NC(=O)COc3cccc(Br)c3)c2)c(=O)n(-c2ccccc2)n1C,-3%,-3%,.
Cc1nc2ccc(NC(=O)C(F)(F)F)cc2o1,6%,1%,26%
Cc1c(C(=O)NCc2ccc3c(c2)OCO3)oc2ccc(S(=O)(=O)N3CCC(C)CC3)cc12,-17%,-2%,7%
CC(C)Cn1c(=O)c2sccc2n2c(CCCC(=O)N3CCC(N4CCCCC4)CC3)nnc12,-4%,-1%,0%
CCc1ccc(CNC(=O)CN(c2ccc(C)cc2)S(=O)(=O)N(C)C)cc1,-15%,2%,.
Cc1cccc(C(=O)OC(C)CN2C(C)CCCC2C)c1 (stereo not drawn),-7%,21%,1%
O=C(CN(c1ccccc1F)S(=O)(=O)c1ccccc1)Nc1ccccc1C(=O)N1CCOCC1,-18%,-15%,-20%
c1ccc2c(c1)oc1c(Nc3ccc4c(c3)OCO4)ncnc12,-5%,0%,1%
Cc1c(Cl)cccc1NC(=O)c1cc(-c2ccccc2O)n[nH]1,0%,-8%,12%
O=C(CSCc1ccc(F)cc1)N1CCc2c([nH]c3ccccc23)C1c1ccccc1 (stereo not drawn),-21%,-22%,.
C=CCNC(=O)COc1ccccc1C#N,-5%,-5%,8%
CCOCCOC(=O)c1ccc(NC(=O)C2COc3ccccc3O2)cc1 (stereo not drawn),-4%,-4%,-27%
CC[C@]12c3[nH]c4ccc(OC)cc4c3CCN1C(=O)C(CC(=O)NCCCOC)C[C@@H]2C(=O)N1CCN(C(=O)c2ccco2)CC1 (stereo partly drawn),-15%,-2%,.
CC(=O)c1ccc(OCC(O)CN2CCN(Cc3ccccc3)CC2)cc1 (stereo not drawn),2%,-3%,1%
C=C(C)c1cccc(C(C)(C)NC(=O)NCCCn2ccnc2)c1,9%,1%,-7%
CCCOc1ccccc1-c1nc(SCCC(=O)O)n[nH]1,-16%,1%,2%
COCCNC(=O)C(c1ccc(C)o1)N(C(=O)c1snc(C(N)=O)c1N)c1cccc(C)c1 (stereo not drawn),-10%,-3%,17%
COc1ccc(C(=O)O)cc1S(=O)(=O)NCCCN1CCCC1=O,11%,1%,-2%
CCOc1ccc(-c2cc3c(=O)n(CC(=O)Nc4c(C)cccc4C)ccn3n2)cc1,-3%,26%,.
O=C(c1cc(-c2ccco2)nn1-c1cccc(Cl)c1)N1CCCCC1,12%,-15%,-6%
COc1cccc(/C=N/NC(=O)CCCC(=O)Nc2ccc(Br)cc2)c1,-4%,-2%,-12%
O=C1NC2(CCCC2)C(=O)N1CC(=O)N(Cc1ccccc1)c1ccccc1,-9%,-1%,-6%
NCCCC(=O)O,-11%,?,-6%&1%&1%&-8%&-4%
CC(C)(C)C(=O)N(Cc1ccc(Cl)cc1)Cc1cccnc1,19%,7%,21%
COc1ccccc1CN1CCCC2(CCN(C(=O)c3cc(C(F)(F)F)cc(C(F)(F)F)c3)CC2)C1,.,-9%,-4%
Cc1ccc(NC(=O)CCS(=O)(=O)c2ccc(Br)s2)c(Br)c1,-1%,-3%,.
COc1cc(/C=N/NC(=O)CNC(=O)c2ccc3c(c2)OCCO3)ccc1O,0%,-2%,-21%
CCOC(=O)CCCc1ccc(/C(C)=N/NC(N)=S)cc1,-11%,-1%,3%
COc1ccc(N2CCN(C(=O)COc3ccccc3C#N)CC2)cc1,4%,0%,.
Cc1cc(NC(=O)C(C)SCC(=O)N(C)CC(=O)Nc2ccccc2C(F)(F)F)no1 (stereo not drawn),-5%,2%,1%
NC(=O)CC(NC(=O)Cc1ccc(Br)cc1)c1ccc(NCc2cc(F)ccc2F)c([N+](=O)[O-])c1 (stereo not drawn),-14%,2%,-10%
Cc1csc(=O)n1CCC(=O)OCc1nnc(-c2ccc(Cl)cc2)o1,7%,-9%,-6%
COc1cc(OC)cc(C(=O)NCC(=O)Nc2ccc(OC)c(Cl)c2)c1,0%,-5%,12%
CCCCN(CC)CCNC(=O)c1nn(C)c2c1CS(=O)(=O)c1ccccc1-2,-2%,-1%,.
O=C(Nc1nccs1)c1ccc(Br)o1,-10%,-4%,18%
COc1cccc(C2CC(c3ccccc3OC)n3nc(N)nc3N2)c1 (stereo not drawn),-15%,-4%,1%
Cc1ccc(NC(=O)COC(=O)c2ccc(OCc3c(C)noc3C)cc2)cc1S(=O)(=O)N1CCOCC1,-10%,2%,0%
O=C(NC(=S)NC1CCCCCCCCCCC1)c1cccnc1,-3%,-12%,7%
Oc1ccccc1-c1cncn1Cc1ccccc1,2%,-1%,2%
N#CCC(=O)N/N=C/c1cc(-c2ccccc2)n(-c2ccc(Cl)cc2)c1-c1ccccc1,-16%,-7%,-7%
O=S(=O)(c1cccc(-c2n[nH]c(=S)n2-c2ccc(OC(F)(F)F)cc2)c1)N1CCOCC1,-2%,0%,.
Cc1ccc(CN2CCN(Cc3cccn3-c3nccs3)CC2CCO)cc1 (stereo not drawn),1%,-1%,-19%
CCc1ccc(NC(=O)CSc2nccn2-c2ccc(F)cc2)cc1,2%,1%,.
COc1ccc(N2C(=O)C3CCCN3C2c2cc(OC)c(OC)c(OC)c2)cc1 (stereo not drawn),16%,-9%,0%
Cc1oc2ccc(NS(=O)(=O)c3ccccc3)cc2c1C(=O)Nc1ccccc1,14%,-6%,3%
Cc1ccc(/C=N/Nc2nncn2N)cc1,1%,-6%,-2%
Cc1cccc(NC(=S)N/N=C/c2ccc3c(c2)OCO3)c1,-4%,-2%,18%
Cc1ccc2c(c1)N(CCC(=O)NCCN1CCOCC1)C(=O)CO2,5%,2%,13%
CCOc1ccc(S(=O)(=O)Nc2ccc(O)c(Sc3ncn[nH]3)c2)cc1,1%,0%,4%
CCOC(=O)C1CCN(C(=O)c2cc3c(-c4ccc(OC)c(OC)c4)nn(C)c3s2)CC1,-25%,-13%,-8%
O=C(COC(=O)c1cc(Cl)ccc1O)Nc1cc(C(F)(F)F)ccc1N1CCOCC1,11%,-8%,.
CCOc1cc(CNC2CCCC2)cc(Cl)c1OCc1ccccc1,3%,0%,-12%
CCn1nc(C)c2c(-c3ccccc3)cc(=O)n(C(C)C(=O)Nc3cc(C)ccc3C)c21 (stereo not drawn),-4%,-14%,.
CSc1ncc(C(=O)NCc2cccc(Br)c2)c(-c2ccccc2)n1,12%,-11%,.
CC1CC(C)CN(CCOc2ccccc2-c2ccccc2)C1 (stereo not drawn),-7%,1%,-6%
C=CCn1c(C)cc(C(=O)COC(=O)CCc2cc(OC)c(OC)c(OC)c2)c1C,-9%,-5%,.
COc1ccc(-c2cc(C(F)F)nc(-n3nc(C)cc3C)n2)cc1,10%,?,5%
Cc1ccccc1Nc1nc(N)nc(COC(=O)C2CCCCC2)n1,6%,5%,-1%

(cont.)
smiles,FEN1 inh,GCN5L2 inh,N370S GC
COc1ccccc1Cc1nc2ccccc2nc1SCC(=O)N1CCN(c2ccccc2)CC1,-1%,-17%,.
C[N+](C)(C)CC=O,-5%,4%&2%,-5%&-2%
COc1cc(/C=C2\SC(=S)N(CCC(=O)NCCc3ccccc3)C2=O)cc(OC)c1OC,5%,-1%,-1%
COc1ccc(/C=C2/C(=O)N(c3nc4ccccc4s3)N=C2CSc2ccc(Cl)cc2)cc1,0%,25%,3%
O=C(CSc1nc2cc(Cl)ccc2o1)N1CCOCC1,0%,0%,0%
C(=C\N1CCCCCC1)/c1nnnn1-c1ccc(-c2ccccc2)cc1,-1%,2%,?
CN(C(=O)CN1C(=O)NC2(CCc3ccccc32)C1=O)C1CCS(=O)(=O)C1 (stereo not drawn),-3%,-7%,-3%
Cc1cc(C)cc(-n2ncc3c2CCCC3NC(=O)c2cc(C)[nH]n2)c1 (stereo not drawn),-4%,-8%,-21%
COc1ccccc1C(=O)COC(=O)CSC(C)C(=O)Nc1cc(C)on1 (stereo not drawn),2%,-2%,-3%
